# USP2a inh = inhibitors of human ubiquitin-specific protease USP2a. USP2 core, Ub-CHOP2 coupled fluorogenic reporter, 485/531. Potency, µM (series often up to 38.3 µM), without a hit: top-dose activity change, negative = inhibition, hits mostly inhibitors. 330,000 tested, 0.01% active. AID 463254;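 note: potency is the fitted concentration of half-maximal effect; plate controls were DMSO wells for no effect and full inhibition by NEM control for full effect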
# Target sequence (O75604 whole entry, looked up): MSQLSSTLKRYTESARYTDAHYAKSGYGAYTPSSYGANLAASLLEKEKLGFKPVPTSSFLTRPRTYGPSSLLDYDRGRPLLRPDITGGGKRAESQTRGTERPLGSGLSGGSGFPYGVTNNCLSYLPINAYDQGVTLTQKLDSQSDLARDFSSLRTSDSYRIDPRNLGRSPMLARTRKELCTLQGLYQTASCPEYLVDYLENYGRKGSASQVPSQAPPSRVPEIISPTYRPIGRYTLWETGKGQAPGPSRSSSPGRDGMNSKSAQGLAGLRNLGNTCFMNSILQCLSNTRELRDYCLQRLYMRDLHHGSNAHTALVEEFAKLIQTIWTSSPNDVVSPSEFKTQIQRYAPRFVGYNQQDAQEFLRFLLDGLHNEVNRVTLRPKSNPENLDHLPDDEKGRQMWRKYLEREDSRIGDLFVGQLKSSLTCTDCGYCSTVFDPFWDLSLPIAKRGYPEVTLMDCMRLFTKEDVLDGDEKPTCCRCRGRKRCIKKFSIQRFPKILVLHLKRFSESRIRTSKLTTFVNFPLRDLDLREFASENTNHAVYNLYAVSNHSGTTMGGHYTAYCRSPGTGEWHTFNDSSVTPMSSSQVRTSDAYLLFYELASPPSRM
#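 Cell-free coupled assay: 10nM USP2 core preincubated 30min RT with compound in Tris-HCl pH 8.0/CaCl2/CHAPS buffer, then 25nM Ub-CHOP2 and 25nM reporter substrate; fluorescence (Ex 485/Em 531) read after 60min RT, normalized to NEM inhibition, concentration-response curves fitted.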
# uPA generation = cell surface uPA generation inhibition; 330,000 tested, 0.31% active; AID 540303; Potency, µM (top dose mostly 38.3 µM), for inactives: at the top dose activity change, negative = inhibition, usual class: inhibitors; cell surface uPA generation assay, qHTS; active = well fitted inhibition curve with a large enough effect; inconclusive = small, poorly fitted or top-dose-only effect; inactive = no such curve, though single readings can be large or run the other way; tested in mouse RAW 264.7 cells; note: potency is the fitted concentration of half-maximal effect; % is set by controls: 0 for no effect and ±100 for the full control effect; nearly all actives have a fitted effect of over 55% in size
# ELG1 genotox = genotoxicity induction in ELG1-luciferase HEK293T cells | HEK293T ELG1-luciferase reporter, luminescence, 16 h | Potency, µM (top dose mostly 46 µM), inactives show at the highest dose activity change, positive = activation, usual class: activators | 330,000 tested, 1.3% active; note: potency is the fitted concentration of half-maximal effect; % of control where 0% means no effect; nearly all actives have a fitted effect of over 60% in size
#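 HEK293T cells expressing luciferase-tagged ELG1 were exposed to compound or DMSO vehicle for 16 hr at 37 °C and 5% CO2. Luciferase activity was then measured with ONE-Glo after 30 min at room temperature.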
# BRCA1 expr up = activators of BRCA1 expression | MCF7-BRCA1-FFLuc reporter, luminescence, 48 h; response scale: scaled: vehicle 0%, 10 µM genistein 100% | Potency, µM (doses to about 46.1 µM), without a hit: at the top dose activation, actives largely listed as activators | 380,000 tested, 1.1% active; note: potency is the fitted concentration of half-maximal effect; nearly all actives have a fitted effect of over 80% in size; some results filed as inactive show a strong effect at the top dose
#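 Using MCF7 cells harboring a BRCA1 firefly luciferase reporter, plated 2 h before compound pinning, the screen measured luminescence after 48 h incubation. Responses were normalized to DMSO and 10 microM genistein, then fitted for concentration-effect.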
# p53 reactivation = mutant p53 re-activation in reporter cells. AID 504706. Potency, µM (doses to about 92.2 µM), inactives show at the highest dose activity change, positive = activation, hits mostly activators. 320,000 tested, 0.063% active. H1299 p53-A138V BP100-luciferase reporter, luminescence, 24 h; note: potency is the fitted concentration of half-maximal effect; % of control where 0% means no effect; nearly all actives have a fitted effect of over 45% in size
#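 p53-null H1299 cells stably carrying temperature-sensitive p53-A138V and a BP100-luciferase reporter were pinned with compounds (4-point, 1:5 series) and held 24 hrs at 37 deg C. Luminescence was read 10 min after detection reagent.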
# ASM inhibitor = human S-ASM enzyme inhibition; P17405; placental ASM, HMU-PC fluorogenic substrate, 60 min; Potency, µM (doses to about 57.5 µM), inactives show at the top dose activity change, negative = inhibition, most hits filed as inhibitors; 340,000 tested, 0.006% active; note: potency is the fitted concentration of half-maximal effect
#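 Steps: dispense placental human ASM, pin compound, wait 10 min at room temperature, add HMU-PC0 substrate at 9 uM final, incubate 60 min at 37 °C, add stop solution raising pH to 10, read fluorescence.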
# Integrin act MD = activators of alpha7 integrin expression for muscular dystrophy; 350,000 tested, 0.064% active; alpha7betagal myoblasts, beta-gal FDG fluorescence, 48 h; Potency, µM (doses to about 38.3 µM), inactives show at the top dose activation, actives largely listed as activators;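 note: potency is the fitted concentration of half-maximal effect; 100% = response of the positive control SU9516; nearly all actives have a fitted effect of over 60% in size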
#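 alpha7betagal+/- myoblasts (passage 13, 250/well) treated 48 h at 37C with compounds at 1:260 dilution of DMSO stock. Lysed, then beta-galactosidase activity read as FDG fluorescence (ex 480/em 540) after 30 min, with pre-read for autofluorescence.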
# TRPV1 agonist = activates the human vanilloid receptor TRPV1 | Q8NER1 | activation, % at 8.33 µM | TRPV1-expressing cells, Fluo-8 calcium influx, agonist mode | 320,000 tested, 0.19% active; in the data active = activation above about 80%; inconclusive = between about 30% and that limit; note: 0% is about no effect
#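 TRPV1-expressing cells were cultured overnight at 35.5C and loaded with Fluo-8 calcium dye for 40 to 90 min at room temperature. After a 10 s baseline, compound was added and calcium influx was read kinetically for 3 min (ex 480/em 520 nm).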
# PTAP TSG101 blk = blocks PTAP/TSG101 interaction to inhibit HIV-1 budding; Q99816; Fluorescence polarization, FITC-PTAP peptide / Tsg101 binding; Potency, µM (highest dose often 115 µM), without a hit: at the highest dose activity change, negative = inhibition, hits mostly inhibitors; 340,000 tested, under 10 active; active = well fitted inhibition curve with a large enough effect in the main read-out, with a control signal flat, not every such curve was filed as active; inconclusive = small, poorly fitted or top-dose-only effect, or effect the other way, or a change in a side signal; inactive = no such curve, though single readings can be large or run the other way; note: potency is the fitted concentration of half-maximal effect; % of control where 0% means no effect
#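 Fluorescence anisotropy tracks displacement of a FITC-tagged PTAP peptide (50 nM) from the Tsg101 binding domain (10 uM), following a 20 min room-temperature incubation at pH 7.5.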
# Eya2 phos inh = Eya2 (human) phosphatase inhibition. AID 488837. recombinant Eya2, OMFP fluorescence dephosphorylation (OMFP is methylfluorescein phosphate). Potency, µM (titrated, usually from 76.9 µM), for the others: at the top dose activity, negative = inhibition, actives largely listed as inhibitors. 330,000 tested, 0.006% active; note: potency is the fitted concentration of half-maximal effect; % is set by controls: 0 for no effect and ±100 for the full control effect
#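 Eya2 protein (added as 0.2 uM solution) was preincubated with compound for 10 min at ambient temperature in 50 mM HEPES pH 7.5, 50 mM NaCl, 5 uM MgCl2, 0.05% BSA, 1 mM DTT. OMFP (added at 50 uM) then reacted 10 min; fluorescence read at 485/525 nm.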
# B2AR arrestin = recruits beta-arrestin to the human beta2-adrenergic receptor; beta-arrestin recruitment to beta2AR, cell-based reporter; Potency, µM (titrated, usually from 46.1 µM), for inactives: at the highest dose activation, most hits filed as activators; 330,000 tested, 0.02% active;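 note: potency is the fitted concentration of half-maximal effect; 0% = DMSO controls and full agonism = EC100 isoproterenol or metaproterenol; nearly all actives have a fitted effect of over 65% in size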
# Target sequence (P07550 whole entry, looked up): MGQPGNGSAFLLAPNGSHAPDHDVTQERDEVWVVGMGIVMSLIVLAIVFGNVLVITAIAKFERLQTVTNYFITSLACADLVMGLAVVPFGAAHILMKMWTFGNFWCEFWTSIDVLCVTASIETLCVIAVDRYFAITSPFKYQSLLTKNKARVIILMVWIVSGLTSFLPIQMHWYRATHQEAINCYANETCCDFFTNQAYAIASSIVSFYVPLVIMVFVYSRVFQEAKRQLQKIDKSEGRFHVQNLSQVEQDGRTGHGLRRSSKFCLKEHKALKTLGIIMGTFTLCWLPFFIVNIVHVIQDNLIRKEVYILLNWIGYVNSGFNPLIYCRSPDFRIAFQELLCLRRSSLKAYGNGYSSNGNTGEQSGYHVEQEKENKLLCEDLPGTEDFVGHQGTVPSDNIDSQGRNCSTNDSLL
# Starred values were filed as active, the others as inactive; i = inactive; ? = inconclusive; · = no result given; [ ] = remark or other dose. Unless noted, calls come from the whole dose curve; as a rule, active = well fitted curve in the direction sought with a large enough effect; inconclusive = small, poorly fitted or top-dose-only effect, or another doubt; inactive = no such curve, though single readings can be large; an effect the other way counts as inactive or inconclusive.
# The opening three compounds, to show the layout:
SMILES,USP2a inh,uPA generation,ELG1 genotox,BRCA1 expr up,p53 reactivation,ASM inhibitor,Integrin act MD,TRPV1 agonist,PTAP TSG101 blk,Eya2 phos inh,B2AR arrestin
Cc1ccc(O)c(CNCCNCc2cc(C)ccc2O)c1,-1%,-30%,?,-90%[inhibitor],-5%,-2%,-30%,12,-1%,7%,0.1%
CN1CCN(c2ccc([N+](=O)[O-])cc2C(=O)c2ccc(Br)cc2)CC1,0%,-12%,-3%,-77%,-2%,-7%,-11%,15,-6%,1%,-0.3%
O=C1c2ccccc2C(=O)C1c1nccc2ccccc12,0%,-11%,0.082µM*,-42%,?,-6%,0%,-1,2%,10%,-0.1%

# The listing, previewed entries included:
SMILES,USP2a inh,uPA generation,ELG1 genotox,BRCA1 expr up,p53 reactivation,ASM inhibitor,Integrin act MD,TRPV1 agonist,PTAP TSG101 blk,Eya2 phos inh,B2AR arrestin
Cc1ccc(O)c(CNCCNCc2cc(C)ccc2O)c1,-1%,-30%,?,-90%[inhibitor],-5%,-2%,-30%,12,-1%,7%,0.1%
CN1CCN(c2ccc([N+](=O)[O-])cc2C(=O)c2ccc(Br)cc2)CC1,0%,-12%,-3%,-77%,-2%,-7%,-11%,15,-6%,1%,-0.3%
O=C1c2ccccc2C(=O)C1c1nccc2ccccc12,0%,-11%,0.082µM*,-42%,?,-6%,0%,-1,2%,10%,-0.1%
CCOC(=O)Cn1c(N2CCOCC2)nc2c1c(=O)[nH]c(=O)n2C,0%,3%,0%,-6%,-9%,3%,-1%,1,0%,3%,0.1%
CCCOC(=O)CSC1=C(C#N)C(c2ccccc2Cl)CC(=O)N1 (centres undefined),3%,-11%,-2%,-48%,9%,1%,-3%,3,-2%,6%,0.0%
CCc1cccc2sc(N3CCN(C(=O)c4ccc([N+](=O)[O-])o4)CC3)nc12,0%,7.9µM*,-10%,-82%,-4%,·,-14%,?,-1%,0%,-0.2%
CC1CCCC(NC(=O)COC(=O)COc2ccc(Br)cc2)C1C (centres undefined),6%,13%,6%,-12%,-1%,0%,-9%,·,-3%,-1%,-1.3%
O=C(Nc1ccc([N+](=O)[O-])cc1)Nc1ccc2c(c1)OCCO2,-9%,2%,-6%,?,16%,-1%,0%,5,0%,-2%,0.3%
COC(=O)c1c(NC(=O)CC2SC(N)=NC2=O)sc(C)c1C (centres undefined),3%,6%,0%,-5%,-4%,-2%,23%,0,1%,-5%,0.0%
COC(=O)c1ccc(C)c(NC(=O)CCc2ccc(OC)cc2)c1,2%,-6%,3%,4%,-7%,4%,7%,?,-3%,4%,-0.2%
Cc1[nH]ccc(=O)c1OCc1ccc(Cl)cc1,1%,1%,-1%,-2%,-2%,2%,-4%,1,-11%,-4%,-0.3%
CCOC(=O)C1CCN(C(=O)Cn2nc(C)n3cccc3c2=O)CC1,2%,7%,0%,-4%,4%,1%,-24%,0,0%,-6%,0.1%
CC(C)C(CCNC(=O)CN1C(=O)c2ccccc2C1=O)c1ccco1 (centres undefined),·,3%,·,5%,·,-3%,7%,-2,-3%,·,·
Cc1ccccc1NC1(C#N)C(=O)Nc2ccccc21 (centres undefined),1%,3%,-1%,-15%,1%,1%,1%,-5,-7%,7%,-0.5%
O=C(c1cc(-c2cccc3ccccc23)nc2ccccc12)N1CCN(CCO)CC1,5%,0%,-4%,-8%,-7%,-2%,14%,·,-4%,8%,-0.4%
O=C(CCc1c[nH]c2ccccc12)N1CCN(c2ccc(O)cc2)CC1,0%,-13%,1%,-16%,-3%,-4%,-43%,11,0%,1%,0.2%
COc1cc(CNCCCN2CCOCC2)cc(Br)c1OCc1ccc(Cl)cc1,1%,?,-20%,-80%,-7%,1%,-60%[inhibitor],14,-4%,-16%,-0.5%
O=C(CSc1ccccc1C(=O)O)NC12CC3CC(CC(C3)C1)C2,-1%,2%,-1%,-13%,3%,1%,-19%,-1,-1%,2%,0.1%
COc1ccc(CC(=O)NC(C)C2COc3ccccc3O2)cc1OC (centres undefined),6%,3%,-3%,2%,0%,4%,0%,?,-2%,7%,0.0%
CC1CCN(S(=O)(=O)c2ccc3c(c2)c(=O)c(C(=O)NCc2cccs2)cn3C)CC1,2%,1%,6%,-3%,7%,0%,-10%,3,-9%,9%,-1.5%
C=CCc1cc(Cl)ccc1OCCCn1ccnc1,0%,2%,11%,-20%,2%,-1%,-15%,3,-5%,11%,-0.6%
CS(=O)(=O)N(CC(=O)N1CCOCC1)c1ccccc1Br,0%,21%,0%,-3%,·,5%,2%,1,-2%,-5%,-1.1%
O=C(NCc1ccccc1)C1CCC(=O)N(CCCN2CCCC2=O)C1 (centres undefined),0%,-3%,1%,-5%,18%,3%,22%,-2,-9%,14%,0.2%
CC(C)CNC(=O)CCCSc1nc2ccccc2[nH]1,2%,5%,0%,4%,-4%,-1%,-16%,-1,-2%,-15%,-0.2%
O=C(O)c1c(C(=O)N2N=C3/C(=C/c4ccccc4)CCCC3C2c2ccccc2)cccc1[N+](=O)[O-] (centres undefined),4%,6%,0%,-31%,3%,-1%,35%,8,-4%,16%,0.1%

# Two of the compounds above, with values under each structure:
# Below each compound – USP2a inh | uPA generation | ELG1 genotox | BRCA1 expr up | p53 reactivation | ASM inhibitor | Integrin act MD | TRPV1 agonist | PTAP TSG101 blk | Eya2 phos inh | B2AR arrestin
> CS(=O)(=O)N(CC(=O)N1CCOCC1)c1ccccc1Br
→ 0% | 21% | 0% | -3% | · | 5% | 2% | 1 | -2% | -5% | -1.1%
> O=C(CSc1ccccc1C(=O)O)NC12CC3CC(CC(C3)C1)C2
→ -1% | 2% | -1% | -13% | 3% | 1% | -19% | -1 | -1% | 2% | 0.1%

# Continuation:
SMILES,USP2a inh,uPA generation,ELG1 genotox,BRCA1 expr up,p53 reactivation,ASM inhibitor,Integrin act MD,TRPV1 agonist,PTAP TSG101 blk,Eya2 phos inh,B2AR arrestin
COc1ccc(/C=C/C(=O)OCC(=O)c2ccc[nH]2)cc1,2%,2%,6%,20%,7%,4%,-4%,2,-1%,3%,0.1%
O=c1[nH]c(N2CCCCC2)nc2ncn(Cc3ccccc3)c12,-1%,3%,3%,28%,1%,3%,-12%,0,-4%,16%,-0.2%
O=C(COc1ccccc1)NCC(c1ccco1)N1CCN(c2ccccc2)CC1 (centres undefined),-2%,-8%,1%,-31%,-2%,·,-15%,5,-1%,-30%,0.1%
COc1cc(CC(=O)OCC(=O)Nc2ccc(S(=O)(=O)N3CCCC3)cc2)cc(OC)c1OC,3%,2%,0%,-26%,-1%,5%,14%,-2,-2%,15%,-4.0%
COc1cc(C=O)ccc1OCCOCCOc1ccc(Cl)cc1,1%,4%,-7%,-21%,-4%,-5%,9%,-1,2%,0%,0.0%
COC(=O)c1ccc(C(=O)N(Cc2ccccc2)c2ccccc2)cc1,-3%,-1%,-10%,0%,-14%,-13%,3%,15,-5%,0%,-0.8%
COc1ccc(-c2ccc3oc(-c4ccc(OC)cc4)c(C#CCO)c3c2)cc1,·,?,·,-38%,·,16%,-18%,·,-1%,·,·
CCCCC(Br)C(=O)Nc1ccc(S(=O)(=O)Nc2cc(C)nc(C)n2)cc1 (centres undefined),3%,0%,1%,-3%,3%,2%,0%,1,3%,16%,-0.6%
CC1(c2cccc3ccccc23)OC(=O)c2ccccc21 (centres undefined),·,-9%,·,-39%,·,1%,26%,·,-1%,·,·
Cc1csc(NC(=O)CSc2nnc(NC(=O)C3CC(=O)N(c4ccccc4)C3)s2)n1 (centres undefined),1%,4%,4%,-11%,-1%,1%,14%,-1,-3%,5%,-0.4%
CCn1c(SCC(=O)N2CCCc3ccccc32)nnc1-c1ccoc1C,0%,2%,-2%,-19%,-10%,0%,4%,3,-7%,7%,0.2%
Cc1cc(C)nc(Nc2ncc(O)n2-c2ccccc2)n1,1%,-5%,1%,0%,-1%,3%,-11%,-7,-4%,-8%,-0.1%
COC(=O)C1=CN(C2CC2)C=C(C(=O)OC)C1c1ccc(C(F)(F)F)cc1,-1%,-2%,7%,-12%,-3%,i,9%,26,-6%,-4%,-0.2%
C[C@H](NC(=O)c1ccc(Cl)cc1)C(=O)OCn1nnc2ccccc2c1=O,1%,8%,3%,-5%,1%,-1%,13%,·,-3%,-30%,-3.4%

# Source: PubChem
